# Pf growth 96h: P. falciparum growth inhibition at 96 hours; Potency, µM (series often up to 28.7 µM), inactives show at the top dose activity change, negative = inhibition, usual class: inhibitors; P. falciparum luciferase reporter growth, 96 h; actives 6.9% (n = 320,000); further: potency means the concentration at half of the fitted maximal effect; on the % scale 0 is the no-effect control and ±100 the full control effect
#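 Two parasite generations (96 h, 37 C, 5% CO2) of compound exposure in infected erythrocytes (0.05% parasitemia, 2% hematocrit). Luciferase-reporter P. falciparum; decreased luminescence indicates inhibited growth, aimed at apicoplast-acting delayed death.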
# Shiga inhibitor: Shiga toxin inhibition; Vero cells, Shiga toxin protein synthesis inhibition reporter; inhibition, % at 38.7 µM; actives 9.2% (n = 290,000); in the data active means inhibition mostly above about 28%, no sharp cut-off; inactive means mostly below about 43%; further: 0% is about no effect
# AmpC inh no detg: inhibitors of E. coli AmpC beta-lactamase without detergent. AmpC nitrocefin hydrolysis, absorbance 480 nm, 0.0001% Triton. Potency, µM (series often up to 57.1 µM), for inactives: at the highest dose activity change, negative = inhibition, usual class: inhibitors. P00811. actives 0.52% (n = 330,000). AID 485341;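 further: potency means the concentration at half of the fitted maximal effect; plate controls were no compound for no effect and no enzyme for full effect; nearly all actives have a fitted effect of over 20% in size; some results filed as inactive show a strong effect at the top dose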
# Target sequence (P00811 whole entry, looked up): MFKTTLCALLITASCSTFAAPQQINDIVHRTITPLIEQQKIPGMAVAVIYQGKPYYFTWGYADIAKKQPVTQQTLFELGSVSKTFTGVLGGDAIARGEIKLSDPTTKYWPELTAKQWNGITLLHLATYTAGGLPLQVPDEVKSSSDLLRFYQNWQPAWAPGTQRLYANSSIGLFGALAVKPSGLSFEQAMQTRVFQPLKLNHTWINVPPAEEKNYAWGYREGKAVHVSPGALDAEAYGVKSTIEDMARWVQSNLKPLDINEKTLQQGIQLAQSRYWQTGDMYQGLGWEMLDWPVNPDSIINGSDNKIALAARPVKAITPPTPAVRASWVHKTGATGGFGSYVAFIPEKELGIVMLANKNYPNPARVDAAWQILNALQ
#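 AmpC (5.3 nM in the dispensed reagent) in 20 mM phosphate pH 7.0 with 0.01% (detergent screen) or 0.0001% Triton X-100 was preincubated with compounds for 15 min at room temperature. Nitrocefin was then added from an 800 uM solution, and hydrolysis was followed at 480 nm.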
# CHX counter: counter-screen for Shiga toxin inhibitors: cycloheximide protein synthesis inhibition; cell reporter, cycloheximide protein synthesis inhibition counterscreen; AID 2314; actives 12% (n = 300,000); max response, %; in the data active means max response mostly above about 13%, no sharp cut-off; inactive means mostly below about 14%; further: read at 38.3 µM for the half of the compounds with a filed dose; 0% is about no effect
# Tb PYK inh: T. brucei pyruvate kinase inhibition | AID 624173 | actives 0.12% (n = 410,000) | TbPYK enzyme, Kinase-Glo Plus ATP luminescence, 45 min | Potency, µM (highest dose often 76.8 µM), without a hit: at the top dose activity, negative = inhibition, actives largely listed as inhibitors | Q57TT1; further: potency means the concentration at half of the fitted maximal effect; on the % scale 0 is the no-effect control and ±100 the full control effect; nearly all actives have a fitted effect of over 50% in size
#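 Enzyme and substrate buffer are dispensed first and compound is pin-transferred. ADP at 130 uM final then starts the reaction, which runs 45 min at room temperature. Detection reagent is added for 10 min before luminescence is imaged.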
# LmPK inh: blocks Leishmania mexicana pyruvate kinase activity. Q27686. purified LmPK, Kinase-Glo ATP luminescence, 1 h. Potency, µM (top dose mostly 57.5 µM), without a hit: top-dose activity change, negative = inhibition, most hits filed as inhibitors. actives 0.37% (n = 290,000); further: potency means the concentration at half of the fitted maximal effect; on the % scale 0 is the no-effect control and ±100 the full control effect
# Target sequence (Q27686 whole entry, looked up): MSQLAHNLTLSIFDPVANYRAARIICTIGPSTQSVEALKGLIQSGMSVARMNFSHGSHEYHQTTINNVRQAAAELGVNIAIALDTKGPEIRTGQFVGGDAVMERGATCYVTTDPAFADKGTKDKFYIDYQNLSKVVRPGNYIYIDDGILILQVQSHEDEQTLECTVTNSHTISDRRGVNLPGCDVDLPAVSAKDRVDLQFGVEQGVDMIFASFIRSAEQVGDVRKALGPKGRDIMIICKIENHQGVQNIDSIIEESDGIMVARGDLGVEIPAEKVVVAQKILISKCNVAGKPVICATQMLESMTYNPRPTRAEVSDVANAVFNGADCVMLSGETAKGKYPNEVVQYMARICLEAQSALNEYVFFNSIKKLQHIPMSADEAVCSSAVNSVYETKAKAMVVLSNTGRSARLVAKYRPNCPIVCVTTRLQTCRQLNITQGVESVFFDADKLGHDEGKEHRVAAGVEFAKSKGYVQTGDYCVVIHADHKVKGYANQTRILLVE
#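 In 50 mM imidazole pH 7.2 with 7 mM MgCl2, LmPK (0.1 nM) turned over PEP (0.5 mM) and ADP (0.1 mM) for 1 h at room temperature. Luciferase read-out of ATP.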
# Pf growth 48h: inhibits P. falciparum growth in the first generation, 48 h; P. falciparum luciferase growth in erythrocytes, 48 h; Potency, µM (titrated, usually from 28.7 µM), for the others: at the top dose activity change, negative = inhibition, usual class: inhibitors; actives 5.9% (n = 310,000); further: potency means the concentration at half of the fitted maximal effect; on the % scale 0 is the no-effect control and ±100 the full control effect
#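 A one-generation exposure of luciferase-tagged malaria parasites in RPMI 1640/Albumax erythrocyte culture, 37 C and 5% CO2. Inhibition is inferred from decreased luminescence after adding detection reagent.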
# * hit, by the source's call; ? = inconclusive; . = no result given; & = joins results of further samples; [ ] = another dose, or the depositor's remark. Unless noted, the call rests on the fitted dose curve; in most records, active means well fitted curve in the direction sought with a large enough effect; inconclusive means small, poorly fitted or top-dose-only effect, or another doubt; inactive means no such curve, though single readings can be large; an effect the other way counts as inactive or inconclusive.
Compound,Pf growth 96h,Shiga inhibitor,AmpC inh no detg,CHX counter,Tb PYK inh,LmPK inh,Pf growth 48h
Cc1sc(N(C(=O)CCc2ccccc2)c2ccc(C(=O)O)cc2)nc1-c1ccccc1,-3%,27,17%,0,-2%,2%,?
O=c1cc(CSc2nnc(COc3ccccc3)o2)c2ccccc2[nH]1,13%,-7,-14%,6,-5%,-5%,?
Cc1ccc(NC(=O)C2CCN(S(=O)(=O)c3ccc4c(c3)CCCC(=O)N4)CC2)cc1N(C)C,?,-12,5%,-2,-6%&-11%,9%,?
COc1ccc(NC(=O)Cn2nnc(C(=O)NCc3ccc4c(c3)OCO4)c2N)cc1,-2%,-10,-37%,-4,1%&-16%,-5%,35%[activator]
CC(=O)N(C(C)=O)c1nc(-c2ccccc2)cn1/N=C/c1ccccc1,9%,27,16%,0,-3%,-2%,5%
COCCCNC(=O)CSc1nc2ccccc2c(=O)n1CCc1ccc(S(N)(=O)=O)cc1,?,-19,9%,12,2%,-12%,?
O=C(c1ccc2c(c1)CCN2S(=O)(=O)c1ccccc1)N1CCN(c2ccc(F)cc2)CC1,?,-4,47%,3,0%&-12%,3%,1%
O=C(O)c1ccc(Nc2cccc(F)c2)c([N+](=O)[O-])c1,10%,-7,-19%,13,-9%,-1%,10%
c1coc(-c2ccnc3ncnn23)c1,11%,-2,11%,-4,-1%,4%,-12%
COc1ccc(S(=O)(=O)N2CCOC2CNC(=O)C(=O)NCCCc2ccccc2)cc1 (stereo not given),?,3,33%,9,3%,2%,?
COC(=O)c1sccc1NC(=O)c1c(Cl)cnn1C,?,-3,-17%,-3,0%,-7%,10%
CC(=O)c1sc2nsc(SCCN3CCCC3)c2c1N,?,31,35%,20*,-13%,3%,?
Cc1cc(NC(=O)c2cc(-c3cccc(OCC(C)C)c3)nc3ccccc23)no1,2.3µM*,-19,-32%,-1,32%,0%,?
O=C(N/N=C/c1sc(=O)[nH]c1-[n+]1ccc2ccccc2c1)c1ccccc1[O-],-7%,48*,-32%,27*,3%,-6%,26%
N#C/C(=C\c1ccccc1OCC(=O)O)c1nc2ccccc2[nH]1,-2%,14,-14%,8.3*,-1%,1%,.

# The list continues.
Compound,Pf growth 96h,Shiga inhibitor,AmpC inh no detg,CHX counter,Tb PYK inh,LmPK inh,Pf growth 48h
Nc1nc(Br)c2ccccc2c1-c1ccccc1,?,20,-31%,16,4%,5%,?
O=C(NC1CCCC1)c1ccc(Br)o1,-42%,-4,-13%,-3,5%,1%,.
Cc1ccc2nc(N3CCN(c4ccccc4)CC3)c(C=O)c(=O)n2c1,?,6,-11%,3,-6%,4%,-5%
Cc1cc(S(=O)(=O)Nc2c(C)nn(C)c2C)c(Cl)cc1Cl,-20%,-5,40%,1,2%,-2%,0%
N=c1c2c3c(sc2nc2n1CCCCC2)CCCCC3,?,73*,1%,32*,-10%,2%,41%[activator]
c1ccc(CC2CCN(Cc3ccccn3)CC2)cc1,-11%,15,-2%,5,19%,-4%,?
O=C(OCc1ccc(O)cc1)c1c(-c2ccsc2)oc2ccc(N3CCOCC3)cc12,?,-2,119%[activator],1,-4%,-2%,?
O=C(N/N=C\c1cccnc1)c1cc(-c2ccccc2)nc2c(Cl)cccc12,?,-27,-11%,-2,0%,-5%,?
Cc1nn(-c2nnc(NCc3ccccc3)nn2)c(C)c1Br,0.33µM*,17,-17%,11,-3%,0%,0.59µM*
O=C(O)c1ccc(NC(=O)c2ccc(COc3ccccc3)o2)cc1,52%[activator],55,-16%,17,-11%,1%,13%
COn1c(-c2ccc(Cl)cc2Cl)nc2ncccc21,-22%,30,-11%,8,3%,-1%,427%[activator]
N#C/C(C(=O)NCc1ccco1)=C1/SC=C(c2ccccc2)N1c1ccccc1,5.2µM*,11,-20%,-4,-10%,1%,0%
O=C(Nc1cc2c(cc1Br)OCCO2)c1cccs1,.,181*,-32%,42*,1%,-13%,134%[activator]
O=S(=O)(c1cccc(Br)c1)N1CCN(CCc2ccccc2)CC1,-6%,27,2%,1,0%,-2%,0%
Nc1ncnc2c1ncn2C1OC(CO)C(O)C1O (stereo not given),54%[activator],-9,-16%,-2,0%,-2%,9%

# Carrying on:
Compound,Pf growth 96h,Shiga inhibitor,AmpC inh no detg,CHX counter,Tb PYK inh,LmPK inh,Pf growth 48h
Cc1ccc(C(=O)NNC(=O)Cn2ccc(C(F)(F)F)n2)o1,66%[activator],.,-9%,.,0%,.,2%
CCCCc1c(O)nc(SCC(=O)N2CCCCCC2)[nH]c1=O,?,-10,-9%,-1,2%,0%,13%
CC(=O)Nc1cccc(NC(=O)c2cccc(-c3ccc(O)cc3)c2)c1,-26%,19,-40%,15,4%,-4%,6%
Cc1ccc(-n2c(=O)cc(N3CCN(C(=O)c4ccco4)CC3)[nH]c2=O)cc1,15%,-4,2%,1,-5%,7%,-12%
CCn1c(CNC(=O)c2ccco2)nnc1SCC(=O)Nc1cccc(F)c1,17%,-5,-6%,-1,-9%,0%,-11%
COc1ccc(NC(=O)c2ccc(NC(=O)c3cccs3)cc2)cc1,76%[activator],1,-13%,9,-2%,-5%,-8%
CC1CCCCN1C(=O)COC(=O)c1cc(Cl)c2c(c1)OCO2 (stereo not given),163%[activator],.,-12%,.,-5%,.,130%[activator]
COc1ccc(S(=O)(=O)Nc2cc(C)cc(C)n2)c2ccccc12,15%,-4,-10%,-5,-6%,-12%,?
CCN(CC)S(=O)(=O)c1ccc(Cl)c(C(=O)NC2CCN(Cc3ccccc3)CC2)c1,-16%,-7,-14%,-2,-14%,-5%,?
CC(Cc1ccccc1)NC(=O)C1CCCNC1=O (stereo not given),.,-9,-18%,-2,-6%,3%,7%
COc1ccc(S(=O)(=O)n2nc(OC(C)=O)cc2N(C(C)=O)C(C)=O)cc1,101%[activator],-13,-10%,-3,-4%,-1%,58%[activator]
COC(=O)c1ccc(CN2C(=O)NC3(CCCc4ccccc43)C2=O)o1 (stereo not given),?,45,-18%,0,-2%,4%,?
CNC(=O)CCCCCNS(=O)(=O)c1ccc(C)cc1,-23%,-2,-14%,-4,-24%,2%,7%
CSc1nnc(C(C)(C)C)c(=O)n1/N=C/c1ccc(Cl)cc1,?,-1,0%,-3,-25%,6%,?
Cc1ccccc1NC(=O)C1C2CCC(O2)C1C(=O)O (stereo not given),21%,-5,-4%,-2,0%,7%,5%

# Remaining list, next part
Compound,Pf growth 96h,Shiga inhibitor,AmpC inh no detg,CHX counter,Tb PYK inh,LmPK inh,Pf growth 48h
Oc1ccc2ccccc2c1C=NCc1ccccc1,13µM*,-3,-29%,7,1%,-21%,?
CCc1cc(C(=O)N(CC(C)C)c2c(N)n(Cc3ccccc3)c(=O)[nH]c2=O)sc1C,9%,.,-17%,.,2%,.,?
CCOC(=O)[C@H]1[C@H]2COc3ccc(OC)cc3[C@@H]2N2C(=O)CN(Cc3ccc(OC)cc3)C(=O)[C@@]12C,?,.,139%[activator],.,0%,.,6.6µM*
COc1ccccc1CNC(=O)COc1ccccc1C,?,-3,-18%,-2,1%,-2%,?
CC(OC(=O)CCC(=O)c1ccc(Cl)s1)C(=O)NC1(C#N)CCCCC1 (stereo not given),44%[activator],.,64%[activator],.,-8%,.,32%[activator]
O=C(O)COCC(=O)Nc1ccccc1-c1ccccc1,37%[activator],15,-2%,-3,-2%,-1%,8%
Cc1c(NC(=O)C(C)OC(=O)CC2CC3CCC2C3)c(=O)n(-c2ccccc2)n1C (stereo not given),4%,-10,0%,-1,-3%,-2%,-27%
CCCn1nnc(NC(=O)COc2ccc(C3CCCCC3)cc2)n1,?,75*,47%,-4,3%,1%,?
N#CC1=C(N)OC2=C(C(=O)CCC2)C1C1CC=CCC1 (stereo not given),41%[activator],14,-5%,-5,-10%,-1%,-12%
O=C(NCC1CCCO1)c1cc(-c2ccncc2)nc2ccccc12 (stereo not given),28%,.,-5%,.,-12%,.,2%
CN(c1ncnc(N)c1[N+](=O)[O-])C1CCS(=O)(=O)C1 (stereo not given),-1%,-22,-3%,-2,-6%,-4%,-4%
CC(C)Nc1ccc(Nc2ccnc3cc4ccccc4cc23)cc1,0.59µM*,9,-45%,9,0%,-3%,0.52µM*
COC(=O)c1cn(NC(=O)/C=C/c2cccc(OC)c2OC)c(=O)c2ccccc12,?,-4,-8%,-7,.,4%,-1%
O=C(CN1C(=O)c2ccccc2S1(=O)=O)NCc1ccccc1,-18%,-1,-22%,-2,0%,-3%,24%
CNC(=O)c1ccc(-c2cc(C(F)(F)F)nn2C)s1,57%[activator],63*,-8%,38*,2%,-10%,64%[activator]

# Next section.
Compound,Pf growth 96h,Shiga inhibitor,AmpC inh no detg,CHX counter,Tb PYK inh,LmPK inh,Pf growth 48h
O=C(NCC[C@@H]1C[C@@H]2C=C[C@H]1C2)c1cc(COc2ccc(F)cc2F)on1,?,-2,-25%,3,0%,-2%,-19%
Cc1ccc(S(=O)(=O)CCN2CCN(c3ccccn3)CC2)cc1,0%,-4,6%,4,-1%,-1%,20%
Cc1ccc(Nc2nc(-c3ccc(O)c(O)c3)cs2)nc1,?,113*,-37%,62*,-8%,3%,?
COc1ccc(CCNC(=O)CCC(=O)N2CCN(S(=O)(=O)c3ccccc3)CC2)cc1OC,?,4,8%,-1,3%,1%,-9%
Cc1ccc(CN2CCN(Cc3ccc(Oc4ncccn4)cc3)CC2CCO)cc1 (stereo not given),?,-21,25%,-2,5%,-7%,-7%
FC(F)(F)c1ccc(Oc2ccccc2Cl)nc1,126%[activator],-15,-18%,-3,-13%,-1%,11%
COc1ccc(CCNC(=O)COC(=O)Cc2ccc(OC)cc2)cc1,-10%,-4,-3%,-1,-8%,-3%,7%
O=C(Nc1cc(C(F)(F)F)ccc1N1CCOCC1)c1ccccc1F,132%[activator],12,-9%,6,-1%,1%,?
O=C(Nc1ccc2ccccc2c1)/C(=C\c1ccc2c(c1)OCO2)NC(=O)c1ccco1,31%[activator],-11,0%,-3,1%,0%,-2%
CC(CNC(=O)c1ccc(-c2ccccc2)cc1)CN(C)C (stereo not given),0%,-12,1%,2,-2%,8%,-12%
Cc1ccc2nc(-c3cc(N)cc(N)c3)oc2c1,39%[activator],36,6%,17*,-1%,?,22%
Cc1cccc(C)c1N(CC(=O)N/N=C/c1cc(Br)c(C)o1)S(C)(=O)=O,11%,-6,-43%,-2,1%,1%,9%
CCCn1ccnc1SCC(=O)Nc1c(C)n(C)n(-c2ccccc2)c1=O,-28%,.,-11%,.,1%,.,?
O=C(Nc1nncs1)C1c2ccccc2Oc2ccccc21,4%,17,-21%,-3,-15%,-5%,.

# Sorted by number of heavy atoms (low to high): 3 of the compounds above.
Compound,Pf growth 96h,Shiga inhibitor,AmpC inh no detg,CHX counter,Tb PYK inh,LmPK inh,Pf growth 48h
O=C(Nc1cc(C(F)(F)F)ccc1N1CCOCC1)c1ccccc1F,132%[activator],12,-9%,6,-1%,1%,?
O=C(Nc1ccc2ccccc2c1)/C(=C\c1ccc2c(c1)OCO2)NC(=O)c1ccco1,31%[activator],-11,0%,-3,1%,0%,-2%
COc1ccc(CCNC(=O)CCC(=O)N2CCN(S(=O)(=O)c3ccccc3)CC2)cc1OC,?,4,8%,-1,3%,1%,-9%

# Assay outcomes (PubChem)
